# Assay outcomes deposited in PubChem by National Center for Advancing Translational Sciences (NCATS).
# B2AR arrestin: qHTS assay of beta-arrestin-biased ligands of beta2-adrenergic receptor; Beta-2 adrenergic receptor (Homo sapiens), P07550; beta-arrestin recruitment to beta2AR, cell-based reporter; Potency, µM (doses to about 46.1 µM), for inactives: at the highest dose activation, actives largely listed as activators; 330,000 compounds, 0.02% hits; AID 492947, 2010;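 also: potency is read from the fitted curve at half-maximal effect; 0% = DMSO controls and full agonism = EC100 isoproterenol or metaproterenol; nearly all actives have a fitted effect of over 65% in size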
# Target sequence (P07550 whole entry, looked up): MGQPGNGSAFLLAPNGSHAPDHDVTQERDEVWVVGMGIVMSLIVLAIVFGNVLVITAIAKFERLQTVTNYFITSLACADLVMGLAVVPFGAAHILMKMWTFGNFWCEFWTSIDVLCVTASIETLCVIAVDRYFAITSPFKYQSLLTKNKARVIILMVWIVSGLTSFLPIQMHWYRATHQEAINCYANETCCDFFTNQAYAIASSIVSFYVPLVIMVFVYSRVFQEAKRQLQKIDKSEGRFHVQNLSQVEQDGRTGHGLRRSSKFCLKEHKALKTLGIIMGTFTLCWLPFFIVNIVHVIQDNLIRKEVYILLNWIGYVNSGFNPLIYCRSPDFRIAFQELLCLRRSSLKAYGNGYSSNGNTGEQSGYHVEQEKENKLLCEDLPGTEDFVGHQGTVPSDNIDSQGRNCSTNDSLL
# TSG101-PTAP inh: qHTS Assay for Iinhibitors of HIV-1 Budding by Blocking the Interaction of PTAP/TSG101. Fluorescence polarization, FITC-PTAP peptide / Tsg101 binding. Potency, µM (titrated, usually from 115 µM), for the others: top-dose activity change, negative = inhibition, usual class: inhibitors. 340,000 tested, under 10 active; active = well fitted inhibition curve with a large enough effect in the main read-out, with a control signal flat, not every such curve was filed as active; inconclusive = small, poorly fitted or top-dose-only effect, or effect the other way, or a change in a side signal; inactive = no such curve, though single readings can be large or run the other way; also: potency is read from the fitted curve at half-maximal effect; % of control where 0% means no effect
# Target sequence (Q99816 whole entry, looked up): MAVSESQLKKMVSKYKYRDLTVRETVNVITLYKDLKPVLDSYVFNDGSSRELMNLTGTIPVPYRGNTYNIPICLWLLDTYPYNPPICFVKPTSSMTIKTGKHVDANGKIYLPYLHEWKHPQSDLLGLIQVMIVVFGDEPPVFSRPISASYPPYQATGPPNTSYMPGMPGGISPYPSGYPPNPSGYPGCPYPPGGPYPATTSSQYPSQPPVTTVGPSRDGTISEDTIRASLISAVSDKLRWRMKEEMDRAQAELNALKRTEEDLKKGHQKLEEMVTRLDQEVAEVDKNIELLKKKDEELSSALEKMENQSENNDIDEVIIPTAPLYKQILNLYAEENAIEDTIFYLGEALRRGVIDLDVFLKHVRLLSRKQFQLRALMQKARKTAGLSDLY
#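 FP read-out: FITC-PTAP peptide, 50 nM final, binding Tsg101 binding domain, 10 uM final; 20 min, r.t.; 10 mM HEPES pH 7.5, 0.15 M NaCl, 0.01% Tween 20, 3 mM EDTA, 0.1 mM TCEP.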
# p53 reactivation: qHTS assay for re-activators of p53 using a Luc reporter; H1299 p53-A138V BP100-luciferase reporter, luminescence, 24 h; Potency, µM (doses to about 92.2 µM), without a hit: at the highest dose activity change, positive = activation, most hits filed as activators; 320,000 compounds, 0.063% hits; also: potency is read from the fitted curve at half-maximal effect; % of control where 0% means no effect; nearly all actives have a fitted effect of over 45% in size
#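 H1299 (p53-null), stable ts p53-A138V + BP100-Luc; 1000 cells/well, Opti-MEM/10% FBS; cpd 4 pt, 1:5; 24 h, 37 deg C, 5% CO2; detection reagent 10 min RT; luminescence.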
# S-ASM inh: Inhibitors of Secretory Acid Sphingomyelinase (S-ASM): qHTS; Sphingomyelin phosphodiesterase (Homo sapiens), P17405; placental ASM, HMU-PC fluorogenic substrate, 60 min; Potency, µM (highest dose often 57.5 µM), for inactives: at the top dose activity change, negative = inhibition, actives largely listed as inhibitors; 340,000 compounds, 0.006% hits; AID 504937, 2011; also: potency is read from the fitted curve at half-maximal effect
#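 Fluorogenic HMU-PC substrate (9 uM final) is turned over by placental ASM in 60 min at 37 C after a 10 min compound preincubation. Reaction ended by alkaline stop (pH 10), with fluorescence read at 386/447 nm.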
# TRPV1 agonist: HTS Assay for Compounds that Act as Agonists of the Vanilloid Receptor 1 | Transient receptor potential cation channel subfamily V member 1 (Homo sapiens), Q8NER1 | TRPV1-expressing cells, Fluo-8 calcium influx, agonist mode | activation, % at 8.33 µM | 320,000 compounds, 0.19% hits; in the data active = activation above about 80%; inconclusive = between about 30% and that limit; also: 0% is about no effect
#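 TRPV1-expressing cells were cultured overnight at 35.5C and loaded with Fluo-8 calcium dye for 40 to 90 min at room temperature. After a 10 s baseline, compound was added and calcium influx was read kinetically for 3 min (ex 480/em 520 nm).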
# BRCA1 expr up: qHTS Assay to Identify Small Molecule Activators of BRCA1 Expression; AID 624202, 2012; MCF7-BRCA1-FFLuc reporter, luminescence, 48 h; response scale: scaled: vehicle 0%, 10 µM genistein 100%; 380,000 compounds, 1.1% hits; Potency, µM (doses to about 46.1 µM), without a hit: at the highest dose activation, hits mostly activators; also: potency is read from the fitted curve at half-maximal effect; nearly all actives have a fitted effect of over 80% in size; some results filed as inactive show a strong effect at the top dose
#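 Cells: MCF7-BRCA1-FFLuc, 2000/well. Exposure: 48 h, 37 °C, 5% CO2. Read: luminescence, 15 min post-substrate. Controls: genistein 10 microM (maximal activation), DMSO (neutral).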
# USP2a inh: qHTS Assay for Inhibitors of Ubiquitin-specific Protease USP2a Using CHOP2 as the Reporter | Potency, µM (doses to about 38.3 µM), inactives show at the top dose activity change, negative = inhibition, usual class: inhibitors | USP2 core, Ub-CHOP2 coupled fluorogenic reporter, 485/531 | 330,000 compounds, 0.01% hits | AID 463254, 2010;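 also: potency is read from the fitted curve at half-maximal effect; plate controls were DMSO wells for no effect and full inhibition by NEM control for full effect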
#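 USP2 core (10nM final) preincubated 30min RT with compound in 20mM Tris-HCl pH 8.0, 2mM CaCl2, 2mM beta-mercaptoethanol, 0.05% CHAPS; 25nM Ub-CHOP2 plus 25nM reporter substrate added, fluorescence (Ex485/Em531) read after 60min.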
# uPA surface inh: qHTS for Inhibitors of Cell Surface uPA Generation; cell surface uPA generation assay, qHTS; Potency, µM (titrated, usually from 38.3 µM), without a hit: at the highest dose activity change, negative = inhibition, most hits filed as inhibitors; 330,000 compounds, 0.31% hits; AID 540303, 2011; active = well fitted inhibition curve with a large enough effect; inconclusive = small, poorly fitted or top-dose-only effect; inactive = no such curve, though single readings can be large or run the other way; tested in mouse RAW 264.7 cells; also: potency is read from the fitted curve at half-maximal effect; % is scaled to controls: 0 for no effect and ±100 for the full control effect; nearly all actives have a fitted effect of over 55% in size
# a7 integrin act: qHTS for Activators of Integrin-Mediated Alleviation for Muscular Dystrophy. alpha7betagal myoblasts, beta-gal FDG fluorescence, 48 h. 350,000 compounds, 0.064% hits. Potency, µM (top dose mostly 38.3 µM), inactives show top-dose activation, actives largely listed as activators;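 also: potency is read from the fitted curve at half-maximal effect; 100% = response of the positive control SU9516; nearly all actives have a fitted effect of over 60% in size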
#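 alpha7betagal+/- myoblasts (passage 13, 250/well) treated 48 h at 37C with compounds at 1:260 dilution of DMSO stock. Lysed, then beta-galactosidase activity read as FDG fluorescence (ex 480/em 540) after 30 min, with pre-read for autofluorescence.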
# Eya2 phos inh: qHTS Assay for Inhibitors of the Phosphatase Activity of Eya2; Protein phosphatase EYA2 (Homo sapiens), O00167; recombinant Eya2, OMFP fluorescence dephosphorylation (OMFP is methylfluorescein phosphate); Potency, µM (highest dose often 76.9 µM), for inactives: top-dose activity, negative = inhibition, actives largely listed as inhibitors; 330,000 compounds, 0.006% hits; AID 488837, 2010; also: potency is read from the fitted curve at half-maximal effect; % is scaled to controls: 0 for no effect and ±100 for the full control effect
#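 Eya2 (0.2 uM) preincubated 10 min at ambient with compound, then OMFP substrate added at 50 uM; 10 min reaction in 50 mM HEPES pH 7.5, 50 mM NaCl, 5 uM MgCl2, 0.05% BSA, 1 mM DTT. Fluorescence read at Ex 485/Em 525 nm.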
# ELG1 genotox: qHTS screen for small molecules that induce genotoxicity in human embryonic kidney (HEK293T) cells expressing luciferase-tagged ELG1; HEK293T ELG1-luciferase reporter, luminescence, 16 h; Potency, µM (titrated, usually from 46 µM), without a hit: at the top dose activity change, positive = activation, actives largely listed as activators; 330,000 compounds, 1.3% hits; AID 504466, 2011; also: potency is read from the fitted curve at half-maximal effect; % of control where 0% means no effect; nearly all actives have a fitted effect of over 60% in size
#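 DMSO vehicle served as control against compound-treated ELG1-luciferase HEK293T cells; exposure lasted 16 hr at 37 °C and 5% CO2, followed by ONE-Glo luminescence detection after 30 min.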
# * hit, by the source's call; ? = inconclusive; . = no result given; [ ] = another dose, or the depositor's remark. Unless noted, calls follow the shape of the dose curve; as a rule, active = well fitted curve in the direction sought with a large enough effect; inconclusive = small, poorly fitted or top-dose-only effect, or another doubt; inactive = no such curve, though single readings can be large; an effect the other way counts as inactive or inconclusive.
SMILES,B2AR arrestin,TSG101-PTAP inh,p53 reactivation,S-ASM inh,TRPV1 agonist,BRCA1 expr up,USP2a inh,uPA surface inh,a7 integrin act,Eya2 phos inh,ELG1 genotox
CCc1nnc(NS(=O)(=O)c2ccc(N/C=C\C(=O)c3ccc(C)cc3)cc2)s1,0.1%,-4%,?,84%[activator],-1,42%,-8%,-5%,20%,-3%,8%
CCCC(=O)Nc1ccc(NC(=O)c2cccc(OC)c2)cn1,0.4%,0%,9%,-4%,2,-1%,1%,1%,-3%,1%,-3%
CC(C)(C)OC(=O)N1CCC[C@H]1c1nnc(SC/C=C/c2ccccc2)o1,-0.5%,-2%,-1%,-1%,0,-21%,-6%,3%,2%,-5%,0%
COCCSc1nc2c(c(=O)[nH]c(=O)n2C)n1CCCc1ccccc1,-0.1%,-7%,-2%,-1%,12,-6%,-4%,-24%,?,-7%,2%
N#Cc1c2n(c3c(=O)n(CC(=O)c4ccc([N+](=O)[O-])cc4)cnc13)CCCCC2,-1.7%,-3%,18%,-14%,8,-3%,3%,0%,-19%,-13%,2%
O=C(Nc1ccc2oc(=O)ccc2c1)c1cccnc1,-0.3%,-3%,2%,3%,4,2%,2%,-2%,1%,-1%,0%
O=C(Nc1nccs1)c1ccc(COc2c(F)c(F)cc(F)c2F)o1,0.1%,0%,32%,0%,24,2%,-2%,?,-5%,-8%,7%
CCOP(=O)(OCC)c1nc(-c2cccc3ccccc23)oc1NCc1ccc(OC)cc1,2.8%,-7%,-1%,.,28,-41%,12%,4%,-9%,0%,-4%
N#Cc1ccc(C(=O)OCC(=O)NC2CCCC2)cc1,0.3%,-3%,10%,-6%,-2,13%,0%,2%,4%,-9%,3%
O=C(NCc1ccccc1)c1ccc(=O)[nH]n1,-0.7%,-6%,-7%,3%,-4,-19%,2%,4%,-3%,13%,4%
COc1ccc2c(CC(=O)OCC(=O)Nc3cccc(C)c3)coc2c1,0.0%,-1%,5%,-11%,3,3%,-2%,7%,-6%,-2%,0%
Cc1ccc(CN(C(=O)N2CCN(C)CC2)S(=O)(=O)c2ccc(C)cc2)cc1,-0.4%,-2%,12%,.,1,-13%,0%,-6%,19%,-5%,-2%
COc1ccc(-n2c(=O)c3ccccc3n(CC(=O)NCc3ccco3)c2=O)cc1,-0.1%,-4%,4%,1%,-3,8%,2%,2%,17%,2%,2%
CN(Cc1cc(=O)n2ccsc2n1)c1ccccc1,-1.7%,-8%,0%,4%,-4,-2%,5%,13%,-3%,-3%,2%
Cc1ccc([C@H]2C(C(=O)O)=CC[C@@H](c3cccs3)N2S(=O)(=O)c2ccc(C)cc2)cc1,0.3%,-1%,25%,4%,.,21%,1%,-4%,2%,3%,-2%
COc1ccc(CC(=O)NCCS(=O)(=O)N2CCN(c3ccccc3)CC2)cc1,-0.1%,0%,-1%,0%,4,0%,-1%,17%,18%,-15%,7%
FC(F)(F)c1cnc(-c2cnc3c(-c4ccc(Cl)cc4)cnn3c2)c(Cl)c1,-0.3%,-10%,2%,2%,-4,19%,2%,-1%,15%,0%,-1%
CC1=NNC(=O)C1C(c1ccc(F)cc1)C(C#N)C#N (stereo not drawn),.,-5%,.,2%,.,0%,.,-8%,-25%,.,.
CCOc1ccc2oc(C(=O)NCC3CCCO3)c(C)c2c1 (stereo not drawn),-1.1%,-1%,?,-2%,?,8.9µM*,1%,7%,13%,3%,?
O=C(c1ccc(N2C(=O)C3CC=C(Cl)CC3C2=O)cc1)N1CCCCC1 (stereo not drawn),0.1%,-3%,9%,5%,7,0%,2%,-1%,6%,-38%,-5%
COc1cccc(C(=O)Nc2nc(SCc3ccc(Cl)cc3)n[nH]2)c1,0.0%,0%,2%,-4%,-2,0%,-1%,-2%,4%,-1%,4%
Cc1ccc(S(=O)(=O)N2CCCCC2)cc1NC(=O)Nc1ccc(Cl)cc1Cl,-0.4%,-4%,2%,-6%,1,-30%,1%,4%,5%,-2%,0%
CCN(CC(=O)Nc1ccc(NC(C)=O)cc1)C(=O)CCCSc1nc2ccccc2[nH]1,0.0%,-5%,-2%,-3%,5,-38%,2%,0%,8%,13%,-14%
C=CCn1c(/N=C/c2ccc(OC)cc2)nc2ccccc21,0.3%,-7%,4%,-2%,-3,0%,-2%,6%,?,-8%,-2%
COc1ccc(-c2nnc3ccc(SCC(=O)N4CCCC4)nn23)cc1,-0.8%,-9%,-2%,-1%,9,1%,-8%,-5%,23%,-31%,-9%
O=C(Nc1cccnc1Cl)c1ccc(Cl)cc1,-0.3%,0%,-3%,1%,8,110%,1%,1%,35%,-8%,?
Cc1onc(-c2ccccc2Cl)c1-c1nc(-c2ccccn2)no1,0.2%,-2%,12%,-1%,26,-35%,-4%,0%,-28%,2%,-4%
O=[N+]([O-])c1cc(S(=O)(=O)N2CCCCC2)ccc1NCCN1CCOCC1,0.4%,-4%,5%,9%,0,-3%,1%,0%,0%,-2%,-1%
Cc1ccc(OC(C)C(=O)N/N=C/c2ccccn2)cc1 (stereo not drawn),0.0%,-9%,-3%,-1%,5,10%,2%,-13%,33%,19%,-3%
Cc1ccc(OCC(=O)Nc2ccc(F)cc2)cc1C,-0.1%,-10%,?,-5%,?,-1%,4%,-6%,2%,8%,?
C=CCOc1ccc(C2C(C(=O)c3ccco3)=C(O)C(=O)N2Cc2cccnc2)cc1 (stereo not drawn),-0.1%,-1%,4%,-3%,1,-2%,1%,5%,1%,-1%,3%
Cc1ccc(NC(=O)COC(=O)/C(=C/c2cccs2)c2cccs2)cc1S(=O)(=O)N(C)C,0.2%,3%,?,-8%,-2,-27%,-2%,-6%,16%,-7%,-1%
Cn1c(=O)c2c(nc(CN3CCN(CCO)CC3)n2Cc2cccc3ccccc23)n(C)c1=O,-0.4%,-11%,-6%,-1%,-1,-2%,3%,.,-34%,-15%,10%
CN(C)CCCN(C(=O)c1ccc(Cl)s1)c1nc2cc3c(cc2s1)OCO3,0.6%,1%,?,-9%,-4,-33%,1%,-26%,?,12%,4%
O=C(NCCCc1ccccc1)c1ccc(CS(=O)Cc2ccc(Cl)cc2)o1 (stereo not drawn),0.2%,-1%,-1%,-3%,1,-11%,3%,15%,25%,-12%,-1%
CC1=C(c2ccccc2)SC2=NCCN21,-0.3%,-4%,-4%,0%,-2,2%,1%,9%,14%,-29%,-2%
COc1cc2c3nnc(-c4ccc(F)cc4)c-3cn(Cc3ccccc3)c2cc1OC,0.1%,?,?,43%,-3,-9%,0%,-11%,-60%[inhibitor],-26%,?
COc1ccccc1-c1nn(Cc2ccccc2)cc1C(=O)N1CCN(c2ncccn2)CC1,-0.3%,0%,-8%,3%,3,-61%,1%,-8%,-4%,-4%,-4%
Cc1nc(N2CCC(C(N)=O)CC2)c2nnn(Cc3ccccc3)c2n1,-0.1%,-12%,1%,2%,0,-3%,-1%,-8%,-37%,2%,-1%
COc1ccccc1N1CCN(c2cc(=O)n(-c3ccccc3Cl)c(=O)[nH]2)CC1,0.2%,-3%,4%,-1%,1,-19%,1%,.,12%[7.66 µM],7%,0%
O=C1c2ccccc2C(=O)N1CCCCc1cn(C[C@H]2CC[C@H](Cn3cc(CCCCN4C(=O)c5ccccc5C4=O)nn3)O2)nn1,0.6%,-5%,-1%,-1%,.,-10%,-3%,1%,-4%,7%,-6%
COc1ccc(OCC(=O)NNC(=O)Cc2coc3cc(OC)ccc23)cc1,-0.7%,0%,-7%,.,2,-8%,-9%,-2%,14%,-1%,1%
CN(Cc1ccccc1)S(=O)(=O)c1nnc(NC(=O)c2ccccc2)s1,0.2%,1%,9%,3%,0,-7%,0%,0%,0%,7%,-3%
